# ARNT-TACC3 inh = disruptors of ARNT/TACC3 protein interaction, primary screen, biochemical, AlphaScreen, single concentration; Transforming acidic coiled-coil-containing protein 3 (Homo sapiens), Q9Y6A5; AID 623870, 2012; actives 0.66% (n = 390,000); inhibition, % at 9.99 µM; AlphaScreen His-ARNT PAS-B/GST-TACC3 binding, luminescence; TACC3 fragment carries E629A point mutation;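 active = mean inhibition of replicates at least 50% and at least half of replicates each reaching 50%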;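 note: 0% = complete ARNT plus TACC3 wells and 100% = ARNT alone without TACC3; many hits fall short of the cut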
# * = called active by the depositor. These rows are one share of the data (hit frequency here may not be typical).
# Sample of the layout, six compounds:
ARNT-TACC3 inh	compound
-6	Cc1ccc(/C=C(\C#N)c2nc3ccccc3[nH]2)s1
3	CCCc1[nH]nc2c1C(c1ccc(Br)s1)C(C#N)=C(N)O2 (stereo not drawn)
-3	CC(C(=O)Nc1ccc(S(=O)(=O)N2CCOCC2)cc1)N(c1ccccc1)S(C)(=O)=O (stereo not drawn)
-3	COc1ccc(-c2ccc(-c3noc(-c4cccc(OC)c4)n3)c(OC)n2)cc1
-4	COC(=O)c1cc(C#N)c(SCc2ccccc2)nc1C
-4	NC(=O)C1c2ccccc2CSc2ccccc21 (stereo not drawn)

# The whole of this part, previewed entries included:
ARNT-TACC3 inh	compound
-6	Cc1ccc(/C=C(\C#N)c2nc3ccccc3[nH]2)s1
3	CCCc1[nH]nc2c1C(c1ccc(Br)s1)C(C#N)=C(N)O2 (stereo not drawn)
-3	CC(C(=O)Nc1ccc(S(=O)(=O)N2CCOCC2)cc1)N(c1ccccc1)S(C)(=O)=O (stereo not drawn)
-3	COc1ccc(-c2ccc(-c3noc(-c4cccc(OC)c4)n3)c(OC)n2)cc1
-4	COC(=O)c1cc(C#N)c(SCc2ccccc2)nc1C
-4	NC(=O)C1c2ccccc2CSc2ccccc21 (stereo not drawn)
-3	CCP(=O)(CC)c1cccc(N)c1
0	Cc1cc(NC(=O)CSc2nc(-c3ccco3)cc(C(F)(F)F)n2)no1
-1	Cc1ccn2c(NC(=O)c3ccco3)c(-c3ccccc3)nc2c1
1	CCN(CC)S(=O)(=O)c1cccc(-c2nnc(SCc3nc4ccccc4s3)o2)c1
0	O=C1CC(c2ccccc2)Sc2ccccc2N1 (stereo not drawn)
15	C=CCSC1=N/C(=C\c2ccc(C)o2)C(=O)S1
-2	O=C(OCC(=O)N1CCN(c2ccccc2)CC1)c1ccco1
3	N#CC(c1ccc(Cl)cc1)c1nc2ccccc2nc1C(F)(F)F (stereo not drawn)
1	COc1ccccc1C(=O)N1CCN(C(=O)c2ccncc2)CC1
10	CC12CN3CC(C)(CN(C1)C3c1cc3ccccc3[nH]1)C2=O (stereo not drawn)
-6	COC(=O)C1=C(CSc2nc3ccccc3o2)NC(=O)NC1c1cc(C)ccc1C (stereo not drawn)
5	CCC(=O)N1CCN(c2ccc(Cl)cc2NC(=O)Cc2ccc(Cl)cc2)CC1
-1	COC(=O)c1[nH]c(C)c(/C(O)=C2\C(=O)C(=O)N(CCN3CCOCC3)C2c2cccnc2)c1C (stereo not drawn)
-1	CCOC(=O)c1c(Nc2ccccc2)sc(/C=C2\C=Nc3ccccc32)c1O
-3	N#CCCN(C(=O)Nc1ccccc1)c1ccccc1
-30	O=C(Nc1cccc(C(F)(F)F)c1)c1ccc(Cn2cc(Br)cn2)o1
5	Cc1cccc2[nH]c3c(=O)n(CCN4CCNCC4)cnc3c12
-38	COc1ccc(NC(=O)c2c(-c3ccccc3Cl)noc2C)c(OC)c1
15	O=C(NCc1ccccc1)c1noc2c1CCCCC2
15	CCCn1c(SCC(=O)N2CCCCC2)nnc1-c1ccco1
24	O=C(c1ccc(-c2ccccc2)cc1)N1CCCC1
-2	O=C(C1=C(O)C(=O)N(CCN2CCOCC2)C1c1ccc([N+](=O)[O-])cc1)c1cc2ccccc2o1 (stereo not drawn)
1	COC(=O)c1cc2sc(Cl)cc2n1CC(=O)N1CCCc2ccccc21
-3	CN(Cc1ccccc1)Cc1c(F)cccc1F
5	O=C(Nc1ccc(C2CCCCC2)cc1)C1CCN(c2ncccn2)CC1
-3	CCn1c(=O)n(CC(=O)N(C)Cc2ccccc2)c(=O)c2ccccc21
-3	COCCN1C(=O)c2oc3cc(C)c(C)cc3c(=O)c2C1c1ccc(O)cc1 (stereo not drawn)
-7	COc1cc(S(=O)(=O)Nc2ccccc2C)ccc1Cl
-1	CCCOc1ccc(C2/C(=C(\O)c3c(C)[nH]c(C(=O)OC)c3C)C(=O)C(=O)N2CCN(C)C)cc1 (stereo not drawn)
54*	Cc1ccc(C)c(S(=O)(=O)Nc2cc(SCC(=O)O)c(O)c3ccccc23)c1
-13	C[C@@H]1NC(=O)c2cc([N+](=O)[O-])cc(I)c2NCCCC[C@@H](C(N)=O)NC(=O)[C@H](CC(N)=O)NC1=O
-8	O=C(CCCSc1nc(-c2ccco2)cc(C(F)(F)F)n1)NCC1CCCO1 (stereo not drawn)
-2	Clc1ccc(Oc2nc3ccccc3n3cccc23)cc1
0	CCc1nc(SCC(=O)c2ccc(Cl)s2)c2oc3ccccc3c2n1
3	O=C(Cn1nc(C(=O)O)c2ccccc2c1=O)NCCC1=CCCCC1
12	CCOC(=O)C(CC)Sc1nc2c(c(=O)[nH]c(=O)n2C)n1C/C=C(/C)Cl (stereo not drawn)
10	CCCCCCC1CC(CSc2ncn[nH]2)OC1=O (stereo not drawn)
3	CCOC(=O)c1ccc(NC(=O)CSc2nnc(CNC(=O)c3c(F)cccc3Cl)o2)cc1
-6	CCSc1ccccc1C(=O)Nc1cccc(OC)c1
4	c1ccc(Nc2nc(-c3ccncc3)cs2)nc1
-2	CCOC(=O)Cc1csc(NC(=O)c2cc(OC)cc(OC)c2)n1
0	COc1ccc(NC(=O)NCCCN2CCCC2=O)c(OC)c1
-12	Cc1ccccc1NC(=O)C1CCCN1S(=O)(=O)c1cccc2cccnc12 (stereo not drawn)
-5	CCN(CCNC(=O)CN(C)S(=O)(=O)c1cccc2nsnc12)c1ccccc1

# Next section
ARNT-TACC3 inh	compound
-3	COCCn1nnnc1C(c1ccc(OC)cc1OC)N1CCN(c2ccccc2F)CC1 (stereo not drawn)
-20	CCOC(=O)C(C(=O)NCc1ccc(F)cc1)c1ncc(C(F)(F)F)cc1Cl (stereo not drawn)
3	COc1cccc2c(=O)cc(C)n(CC(=O)Nc3ccc(C)c(C)c3)c12
1	COC(=O)n1c(=O)oc2cc(S(=O)(=O)N3CCCCC3)ccc21
0	COc1ccc(-n2c(C)c(C(C)=O)c3cc(O)ccc32)cc1
-1	COc1ccc(N2C(=O)CSC23C(=O)Nc2ccccc23)cc1OC (stereo not drawn)
4	CCCCC(=O)N1C/C=C\C(c2ccc(OC)cc2)N(Cc2ccc(F)cc2)C(=O)[C@H]1Cc1ccccc1 (stereo partly drawn)
-12	O=C(O)CC1(CC(=O)Nc2ccc3ccccc3c2)CCCCC1
5	CCN(CC)CCOC(=O)c1cccc(Br)c1
0	Cc1csc(NC(=O)c2ccccc2C(=O)O)n1
-1	C=C(C)COc1ccc(-c2n[nH]c(C)c2Oc2ccccc2OC)c(O)c1
-3	Cc1cccc(N2CCN(c3ccc(NC(=O)/C=C(/C(=O)O)c4ccccc4)cc3)CC2)c1
3	O=S(=O)(Nc1ccc(N2CCCCC2)cc1)c1cccs1
-3	N#Cc1c(N)nc2c3c(sc(=N)c2c1N)NC(=O)CC3c1ccccc1Cl (stereo not drawn)
5	Cc1cccc(OCCN2CSC(=S)N(C)C2)c1
-4	Cn1ccc(C(=O)OCC(=O)c2ccccc2)n1
-6	CC(NC(=O)C1CCCC1)c1ccc2c(c1)OCCO2 (stereo not drawn)
2	COc1ccccc1CNS(=O)(=O)c1ccc2[nH]cc(C(=O)O)c(=O)c2c1
-5	Cn1c(Sc2ccccc2Cl)c(C=O)c2ccccc21
0	C/C(=N/OC(=O)c1ccc(C)cc1)c1ccc(N2C(=O)C3CCCCC3C2=O)cc1 (stereo not drawn)
9	CCCCCCCCCn1c2c(c(=N)c3c1CCC3)CCCC2
7	CC1=C(C(=O)OC(C)C)C(C2CC=CCC2)NC(=O)N1 (stereo not drawn)
-22	COC(=O)c1[nH]c2ccc(F)cc2c1NC(=O)Nc1ccc(OC)cc1
16	CN(C)CCSc1nc(N)c2c3c(sc2n1)CN(C)CC3
-4	COC(=O)C1C2C=CC(C3CC23)C1C(=O)OCC(=O)c1ccc(OC)cc1 (stereo not drawn)
-2	Cc1cc(N(C)C)c(C#N)c(N2CCOCC2)n1
-8	CCOC(=O)c1ccc(-n2c(=S)sc3c(=O)[nH]c(C)nc32)cc1
-7	COc1cc2c(C(=O)N3CCN(c4ccccc4)CC3)c(C)oc2cc1Br
1	CCOC(=O)c1sc(NC(=O)c2ccc(C)o2)nc1C
4	O=C(NCCN1Cc2ccccc2C1=O)c1cccs1
3	C[n+]1cccc(CNC(=O)/C=N/O)c1
3	COc1cccc(C2C(C#N)=C(N)Oc3cc(C)n(Cc4ccco4)c(=O)c32)c1 (stereo not drawn)
-2	CC(C)(C)OC(=O)COc1cc(OCC(=O)OC(C)(C)C)c2c(=O)cc(-c3ccccc3)oc2c1
2	C=CCn1c(-c2cccn(Cc3ccccc3)c2=O)n[nH]c1=S
-4	Cc1ccc(NC=C(S(=O)(=O)c2ccccc2)S(=O)(=O)c2ccccc2)c(C)c1
0	Cc1ccc(-n2[nH]c(C)c(C=Nc3ccc4[nH]c(=O)[nH]c4c3)c2=O)cc1C
-6	Cc1ccc(C)n1NC(=O)c1cccs1
0	COC(=O)c1[nH]c2ccc(Cl)cc2c1NC(=O)CN1CCc2cc(OC)c(OC)cc2C1
9	COc1cc(C2NC(=O)C(C#N)=C(S)N2c2ccc(C)cc2)ccc1OC(C)C (stereo not drawn)
-1	Cc1ccccc1C(=O)NCc1nnc(SCC(=O)N2c3ccccc3Sc3ccccc32)n1C
-13	CCOC(=O)c1cc2cc3ccccc3cc2[nH]1
-7	O=C(NC(Cc1ccccc1)C(=O)N1CCCC1C(=O)O)c1ccccc1 (stereo not drawn)
2	Cc1ccc2[nH]cc(C(=O)CN3CCN(c4ccccn4)CC3)c2c1
-10	COC(=O)c1cn(N(C)c2ncc(C(F)(F)F)cc2Cl)c(=O)c2ccccc12
-15	CC(=O)c1c(C(C)=O)c(C)n(-c2nc(-c3ccc(Br)cc3)c(C)s2)c1C
0	CC1Cc2ccccc2N1C(=O)Cn1nc(C(=O)O)c2ccccc2c1=O (stereo not drawn)
14	COc1ccc(CNC(=O)C2CCN(S(=O)(=O)c3c(C)noc3/C=C/N(C)C)CC2)cc1
-8	COc1ccccc1NC(=S)Nc1cccc(F)c1
10	N=c1c2c(-c3ccccc3)c(-c3ccccc3)n(Cc3ccccc3)c2ncn1CCCn1ccnc1
-7	O=C(Cn1cnc2c(cnn2-c2ccccc2)c1=O)NCCc1ccccc1

# Some of the entries so far, as tab-separated lines:
SMILES	ARNT-TACC3 inh
CCOC(=O)c1ccc(-n2c(=S)sc3c(=O)[nH]c(C)nc32)cc1	-8
COc1cc2c(C(=O)N3CCN(c4ccccc4)CC3)c(C)oc2cc1Br	-7
CCOC(=O)c1sc(NC(=O)c2ccc(C)o2)nc1C	1
O=C(NCCN1Cc2ccccc2C1=O)c1cccs1	4
C[n+]1cccc(CNC(=O)/C=N/O)c1	3
COc1cccc(C2C(C#N)=C(N)Oc3cc(C)n(Cc4ccco4)c(=O)c32)c1 (stereo not drawn)	3

# The listing picks up, starting two compounds before the break.
ARNT-TACC3 inh	compound
10	N=c1c2c(-c3ccccc3)c(-c3ccccc3)n(Cc3ccccc3)c2ncn1CCCn1ccnc1
-7	O=C(Cn1cnc2c(cnn2-c2ccccc2)c1=O)NCCc1ccccc1
-3	CCOC(=O)C1=C(C)NC(=O)CC1c1cc2c(cc1Br)OCO2 (stereo not drawn)
-16	CC1(C)NC(=O)N(CC(O)COc2cc3ccccc3cc2C(=O)N2CCCCC2)C1=O (stereo not drawn)
17	COc1cccc(C2CC(c3c(-c4ccccc4)c4cc(Cl)ccc4[nH]c3=O)=NN2S(C)(=O)=O)c1OC (stereo not drawn)
6	O=c1oc(-c2cccc(S(=O)(=O)N3CCOCC3)c2)nc2ccccc12
-5	CCN1C(=O)C(O)(C2COC(C)(C)CC2=O)c2cc(Br)ccc21 (stereo not drawn)
-3	Cc1c(C(=O)Nc2ccc(Cl)cc2)c2ccccn2c1C(=O)c1ccc([N+](=O)[O-])cc1
0	O=CNc1ccccc1Oc1ccccc1
0	CCOc1ccc(/C=N/NC(=O)Cc2csc(Nc3cccc(C(F)(F)F)c3)n2)cc1
0	O=C(c1ccncc1)N1CCN(C(=O)c2ccco2)CC1
-2	c1ccc(OCCCc2nc(-c3ccccn3)no2)cc1
-4	CC1CCC(n2c(=S)[nH]c3ccccc3c2=O)CC1 (stereo not drawn)
0	CC1=C(C)NC(=S)SC1
6	Cc1ccc(C)c(NC(=O)CCC(=O)NNC(=O)c2cccc([N+](=O)[O-])c2)c1
1	Cc1cc(C(F)F)n2nc(C(=O)NCc3ccccc3F)nc2n1
-3	COc1nc(-c2ccccc2)ccc1-c1noc(-c2ccccc2)n1
-2	COc1cccc(-c2nnc(Nc3nc4c(F)cccc4s3)o2)c1
-4	O=C(c1cnn2c(C(F)(F)F)cc(-c3cccs3)nc12)N1CCN(C(c2ccccc2)c2ccccc2)CC1
-1	Cc1ccc(-n2cc3c(=O)n(C)c(=O)n(C)c3c2)cc1C
4	CCN(Cc1cc2cc(C)ccc2[nH]c1=O)S(=O)(=O)c1ccccc1
-6	CCCCOc1ccc(/C(O)=C2/C(=O)C(=O)N(CCCOC)C2c2ccncc2)cc1 (stereo not drawn)
39	O=c1[nH]c2sc3c(c2c2nncn12)CCCC3
-3	O=C(NC1CCCCCCC1)c1cnccn1
-4	COc1cccc(NC(=O)c2cn(C)c(=O)c3cc(OC)c(OC)cc23)c1
-3	CCOC(=O)C1CCN(Cc2ccc(OC)c(C)c2OC)CC1
3	CN1CCN(c2ccccc2NC(=O)c2ccc([N+](=O)[O-])o2)CC1
-6	NC(=O)c1cnn2c(-c3ccc(Cl)cc3Cl)ccnc12
-1	Cc1nnc(-n2cnc3ccccc32)c2ccccc12
0	CN(C)c1ccc(NC(=O)c2ccncc2)c2ccccc12
-3	Cc1cc(NC(=O)Cn2nc3c(cc2=O)CCCC3)ccc1Br
-1	COc1cc(C2C(C#N)=C(N)Oc3cc(N)ccc32)cc(OC)c1OC (stereo not drawn)
1	OC1(c2cccc(C(F)(F)F)c2)CCNCC1
-2	CN(C)C(=O)CN(c1ccc(F)c(Cl)c1)S(C)(=O)=O
-1	CC1Cn2c(CCc3ccccc3)nnc2S1 (stereo not drawn)

# Source: PubChem BioAssay (Broad Institute)
